# Source: PubChem BioAssay
# CHT PAM: allosteric activators of human choline transporter CHT | 310,000 tested, 0.49% active | Q9GZV3 | B-score at 10 µM | AID 488977 | CHT-expressing cells, membrane potential dye, choline EC20; stronger effect = higher value; LV-AA mutant CHT in HEK293 cells;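 active = initial fluorescence not abnormally high and integrated response B-score, plate-corrected, over 3 SD above library mean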
# Target sequence (Q9GZV3 whole entry, looked up): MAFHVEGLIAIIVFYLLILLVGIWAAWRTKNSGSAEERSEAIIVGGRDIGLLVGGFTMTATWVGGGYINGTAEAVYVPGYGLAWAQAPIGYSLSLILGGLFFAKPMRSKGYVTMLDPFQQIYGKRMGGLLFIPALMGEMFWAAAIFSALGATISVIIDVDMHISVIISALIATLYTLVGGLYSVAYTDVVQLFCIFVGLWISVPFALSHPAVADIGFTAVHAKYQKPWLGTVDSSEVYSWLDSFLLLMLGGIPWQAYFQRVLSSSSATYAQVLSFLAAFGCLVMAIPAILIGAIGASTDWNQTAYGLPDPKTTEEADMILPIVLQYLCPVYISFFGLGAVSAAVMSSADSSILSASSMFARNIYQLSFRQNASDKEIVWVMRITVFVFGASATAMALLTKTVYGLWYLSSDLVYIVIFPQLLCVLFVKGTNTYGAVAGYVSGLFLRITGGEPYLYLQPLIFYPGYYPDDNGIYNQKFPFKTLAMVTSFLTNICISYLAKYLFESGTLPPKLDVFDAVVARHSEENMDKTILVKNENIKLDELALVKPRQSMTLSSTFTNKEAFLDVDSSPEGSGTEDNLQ
# CHT inh: human CHT choline transport inhibition; Q9GZV3; CHT-expressing cells, membrane potential dye, choline response; stronger effect = lower value; B-score at 10 µM; 310,000 tested, 0.86% active;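 active = B-score over 3 SD under the library average, and starting fluorescence ratio not unusually high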;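 also: choline stimulus applied at its EC90 after an EC20 pre-addition; B-score computed on integrated fluorescence ratio after choline addition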
# Calls only; i = inactive.
SMILES,CHT PAM,CHT inh
CC(=O)Nc1ccc(S(=O)(=O)NNC(=O)c2ccc(S(=O)(=O)N3CCCCC3)cc2)cc1,i,i
COc1ccc(NC(=O)CCCn2cc([N+](=O)[O-])cn2)cc1,i,i
C=C(C)CN(CC)C(=O)CN1C(=O)NC2(CCCc3ccccc32)C1=O (stereo not given),i,i
COC(=O)NNC(=O)c1ccc(Cl)cc1Cl,i,i
COc1ccc(S(=O)(=O)N2CCCCC2)cc1NC(=O)CN(C)C1CCCCC1,i,i
CCOC(=O)c1c(NC(=S)N2CCOCC2)sc(C)c1C,i,i
COc1cccc(CNS(=O)(=O)c2cc(CN3C(=O)c4cccnc4C3=O)ccc2OC)c1,i,i
CCOC(=O)NC(=O)/C(C#N)=N\Nc1cccc(OC)c1,i,i
Cc1cccc(C(=O)Nc2cc(NC(=O)c3cccs3)ccc2C)c1,i,i
COc1cc(-c2cc[n+](C)cc2)ccc1O,i,i
O=C(Nc1ccc(Br)cc1)c1ccccc1Br,i,i
COc1ccc(OCc2cc(C(=O)N(C)C(C)c3ccon3)no2)c(Cl)c1 (stereo not given),i,i
Cc1ccc2nc(N(CCCN(C)C)C(=O)c3ccc(Br)s3)sc2c1,i,i
Cc1[nH]c2ccccc2c1/C=N/NC(=O)CCC(=O)Nc1ccccc1,i,i
CC(C)(CNC(=O)c1cccc(S(=O)(=O)Nc2ccc(Br)cc2)c1)N1CCOCC1,i,i
O=C(NCCCN1CCN(CCCNC(=O)c2cc([N+](=O)[O-])ccc2Cl)CC1)c1cc([N+](=O)[O-])ccc1Cl,i,i
NC(=O)C(=O)NN=C1C2CC3CC(C2)CC1C3,i,i
CC1=NOC2(C1)/C(=N/O)CCC/C2=N\O (stereo not given),i,i
CCOC(=O)c1c(C)[nH]c(C(=O)Cn2nnc(-c3ccccc3Cl)n2)c1C,i,i
Cc1cccc(OCc2n[nH]c(=S)n2Cc2ccccc2)c1,i,i
COc1cc(NC(=O)c2ccc(C(C)(C)C)cc2)c(OC)cc1NC(=O)CN1CCCCC1,i,i
CN(C)c1ccc(/C=[N+](\[O-])C2SC(=S)N(C)C2(C)C)cc1 (stereo not given),i,i
CN(c1ncnc(N)c1[N+](=O)[O-])C1CCS(=O)(=O)C1 (stereo not given),i,i
COc1ccc(C(=O)OCC(=O)Nc2ccc(OC(F)F)cc2)c(OC)c1,i,i
Cc1ccccc1C1CC(c2ccc(F)cc2)Nc2nc(N)nn21 (stereo not given),i,i
COc1ccc(-c2cccc(C(=O)N3CCOCC3)c2)cc1,i,i
O=C(CCCN1C(=O)/C(=C/c2ccc(F)cc2)SC1=S)NC1CCS(=O)(=O)C1 (stereo not given),i,i
Cn1c(=O)[nH]c(=O)c2c1nc(SCCN1CCCCC1)n2CCCc1ccccc1,i,i
COc1ccc(CCNC(=O)C(=O)NCC2OCCN2S(=O)(=O)c2ccc3c(c2)OCCO3)cc1 (stereo not given),i,i
CCOC(=O)N1CCN(C(=O)C2CC(=O)N(c3ccccc3)C2)CC1 (stereo not given),i,i

# The last six entries of the part before open the next one:
SMILES,CHT PAM,CHT inh
Cc1ccccc1C1CC(c2ccc(F)cc2)Nc2nc(N)nn21 (stereo not given),i,i
COc1ccc(-c2cccc(C(=O)N3CCOCC3)c2)cc1,i,i
O=C(CCCN1C(=O)/C(=C/c2ccc(F)cc2)SC1=S)NC1CCS(=O)(=O)C1 (stereo not given),i,i
Cn1c(=O)[nH]c(=O)c2c1nc(SCCN1CCCCC1)n2CCCc1ccccc1,i,i
COc1ccc(CCNC(=O)C(=O)NCC2OCCN2S(=O)(=O)c2ccc3c(c2)OCCO3)cc1 (stereo not given),i,i
CCOC(=O)N1CCN(C(=O)C2CC(=O)N(c3ccccc3)C2)CC1 (stereo not given),i,i
O=C(COc1ccc(Br)cc1)Nc1ccc(Cc2ccncc2)cc1,i,i
CCc1ccccc1NS(=O)(=O)c1c(C(=O)N2CCCCCC2)c(C)n(C)c1C,i,i
O=C(Nc1cccc2oc(=O)ccc12)c1ccc([N+](=O)[O-])cc1[N+](=O)[O-],i,i
COc1ccc(CCn2c(NCc3ccco3)nc3c2c(=O)[nH]c(=O)n3C)cc1,i,i
CCCn1c(=O)n(C)c(=O)c2c(SCC(=O)NCc3ccco3)nc(C3CC3)nc21,i,i
Cc1ccc(S(=O)(=O)NCc2ccc3c(c2)OCO3)cc1C,i,i
N#C/C(=C\Nc1ccccc1SC(F)(F)F)c1nc(-c2ccc(Cl)cc2)cs1,i,i
CN(C(=O)Cn1c(=O)oc2cc(S(=O)(=O)N3CCCC3)ccc21)C1CCCCC1,i,i
Oc1cccc(N2Cc3ccccc3C2)c1,i,i
O=C(C1CCCN(S(=O)(=O)c2cnc[nH]2)C1)N1CCN(c2ccc(Cl)cc2)CC1 (stereo not given),i,i
O=C1NC2(NN1c1ccccc1)C1CC3CC(C1)CC2C3 (stereo not given),i,i
Cc1ccc(C(=O)N2CCc3ccccc32)cc1[N+](=O)[O-],i,i
O=C(NCc1ccco1)/C(=C\c1cccs1)NC(=O)c1ccco1,i,i
Cc1cc(C)cc(N=C2SC(CC(=O)Nc3ccccc3)C(=O)N2CCN2CCOCC2)c1 (stereo not given),i,i
COc1ccc(NC(=O)c2sc3nc(C)cc(C)c3c2N)cc1,i,i
COc1cc(OC)cc(C(=O)N=c2sc3ccccc3n2C)c1,i,i
Cc1cccc(C)c1N(CC(=O)NC1CCCCC1)C(=O)c1csnn1,i,i
C[C@H]1CN=C(N(C)C)N1CCc1cccc(F)c1,i,i
CN(C)S(=O)(=O)c1ccc(C(=O)Nc2nnc(-c3ccco3)o2)cc1,i,i
COc1ccccc1N1CCN(C(=O)c2ccc(NC3=NC4CS(=O)(=O)CC4S3)cc2)CC1 (stereo not given),i,i
O=C(NC1CCCc2ccccc21)C1CCCN(S(=O)(=O)c2cnc[nH]2)C1 (stereo not given),i,i
O=C(NC1=NCCS1)c1ccc(Cl)c(S(=O)(=O)N2CCc3ccccc32)c1,i,i
Cc1ccc(-c2csc(NC(=O)C3=NN(C4CCS(=O)(=O)C4)C(=O)CC3)n2)cc1 (stereo not given),i,i
Cn1c(CN2CCOCC2)nnc1SCC(=O)NC1CCCCC1,i,i
COc1ccc(OC)c(CNc2ccc([N+](=O)[O-])cc2C)c1,i,i
CC(C)c1ccc(NC(=O)COC(=O)[C@H](CCC(N)=O)NC(=O)c2ccc(F)cc2)cc1,i,i
CCCCOc1ccc(/C(O)=C2/C(=O)C(=O)N(CCN(C)C)C2c2ccc(O)c(OC)c2)cc1 (stereo not given),i,i
Cc1cc(=O)n2nc(N3CCCC(C(=O)Nc4ccc(C)c(C)c4)C3)sc2n1 (stereo not given),i,i
Cc1cccc(/C(N)=N/OC(=O)Cc2cccc3ccccc23)c1,i,i
C#CCOCCOCCOCCNc1nc(N2CCN(C(=O)CCCCCCCCCCNC(=O)[C@H]([C@@H](C)CC)n3cc(CCCCN=C(N)N)nn3)CC2)nc(N2CCN(C(=O)CCCCCCCCCCNC(=O)[C@H](CO)n3cc(CCCSC)nn3)CC2)n1,i,i
COc1cc(NC(=S)NCCCN2CCOCC2)c(OC)cc1NC(=O)c1ccco1,i,i
Cc1nc(NC(=O)c2ccccc2)sc1C,i,i
Cc1ccc2oc(Nc3nc(C)cc(C)n3)nc2c1,i,i
COC(=O)c1ccc(C(=O)OC)c(NC(=S)N2CCCCC2)c1,i,i
CS(=O)(=O)NNC(=O)CN1C(=O)C2C3C=CC(C3)C2C1=O (stereo not given),i,i
Cc1cccc(N(C)c2cc(C)nc3ncnn23)c1,i,i
Cc1ccc(S(=O)(=O)Nc2ccccc2C(=O)OC(C)C(=O)Nc2ccc3ccccc3c2)cc1[N+](=O)[O-] (stereo not given),i,i
O=C(NC1CCCCC1)c1cccc(COCC(F)(F)F)c1,i,i
CCC1S/C(=N/N=C/c2ccco2)N(Cc2ccccc2)C1=O (stereo not given),i,i
COc1cc2c(cc1OC)CN(C(=S)Nc1ccc(OC(F)F)cc1)CC2,i,i
O=C(NCC(c1cccnc1)N1CCN(c2ccccc2)CC1)OCc1ccccc1 (stereo not given),i,i
COc1nc(-c2ccc(Cl)cc2)ccc1-c1noc(-c2cccs2)n1,i,i
COc1ccc(-c2cc(C(=O)NCc3cccnc3)no2)cc1,i,i
N=c1n(CCCOc2ccc(Br)cc2)c2ccccc2n1CC(N)=O,i,i
COC(=O)CSc1nnc(CNC(=O)c2ccc(OC)c(OC)c2)n1C,i,i

# The last seven records of the section above are carried over, then new ones follow.
SMILES,CHT PAM,CHT inh
CCC1S/C(=N/N=C/c2ccco2)N(Cc2ccccc2)C1=O (stereo not given),i,i
COc1cc2c(cc1OC)CN(C(=S)Nc1ccc(OC(F)F)cc1)CC2,i,i
O=C(NCC(c1cccnc1)N1CCN(c2ccccc2)CC1)OCc1ccccc1 (stereo not given),i,i
COc1nc(-c2ccc(Cl)cc2)ccc1-c1noc(-c2cccs2)n1,i,i
COc1ccc(-c2cc(C(=O)NCc3cccnc3)no2)cc1,i,i
N=c1n(CCCOc2ccc(Br)cc2)c2ccccc2n1CC(N)=O,i,i
COC(=O)CSc1nnc(CNC(=O)c2ccc(OC)c(OC)c2)n1C,i,i
COc1cccc(CNC(=O)CC2Sc3ccccc3NC2=O)c1 (stereo not given),i,i
Cc1cccc(N(Cc2ccccc2F)S(C)(=O)=O)c1,i,i
O=C(CC12CC3CC(CC(C3)C1)C2)NCCN1CCOCC1,i,i
CCOC(=O)N1CCN(C(=O)c2ccc3c(=O)n(-c4ccc(F)cc4)c(=S)[nH]c3c2)CC1,i,i
Cc1cccc(NC(=S)NC2CC3CCCC(C2)N3CC(C)C)c1 (stereo not given),i,i
Cc1ccc(S(=O)(=O)N2CCCCC2)cc1NC(=O)COC(=O)Cc1cccc(C(F)(F)F)c1,i,i
Cc1ccc(C(=O)OCC(=O)NCCC2=CCCCC2)cc1N,i,i
CN(NC(=O)c1c(Cl)cccc1Cl)c1cccc(Cl)n1,i,i
O=C(O)c1cccc(NC(=S)NC(=O)c2ccncc2)c1,i,i
Cn1nnnc1SCc1csc(C2C(C#N)=C(N)OC3=C2C(=O)CCC3)c1 (stereo not given),i,i
O=c1[nH]c(CN2CCOCC2)nc2cc(Cl)ccc12,i,i
CC(C)c1cc(C(=O)N/N=C/c2ccoc2)cs1,i,i
N#C/C(=C\c1cccnc1)c1ccc(Br)cc1,i,i
N#Cc1c(N)nc(SCC(=O)NC2CCCCC2)c(C#N)c1-c1ccc(Cl)cc1,i,i
Cc1cc2nc3ccc(N(C)C)cc3nc2cc1N,i,i
COc1ccccc1C(=O)OC(C)CN1CCN(C)CC1 (stereo not given),i,i
CCC(C)NC(=O)c1nc2c(nnn2Cc2ccccc2Cl)c(=O)[nH]1 (stereo not given),i,i
CCC(C)(C)NC(=O)C(c1cccc(OC)c1OC)N(CCOC)C(=O)CCC(=O)Nc1cc(C)on1 (stereo not given),i,i
CC(Oc1ccccc1F)C(=O)NC1CCS(=O)(=O)C1 (stereo not given),i,i
Cc1cc(NC(=O)COC(=O)c2ccc(S(=O)(=O)N3CCCC3)cc2)no1,i,i
COc1cc(/C=N/n2nnnc2N)cc(Cl)c1OC,i,i
O=C(CC(Nc1ccc(Cl)cc1Cl)C(=O)O)c1ccccc1 (stereo not given),i,i
O=C(NC1CCCCC1)C(c1ccco1)N(Cc1cccs1)C(=O)Cn1nnc2ccccc21 (stereo not given),i,i
CC(C)OP(=O)(OC(C)C)C(NC(=O)c1cccc([N+](=O)[O-])c1)C(N)=O (stereo not given),i,i
CCc1ccccc1NC1c2ccccc2C(=O)N1c1cc(C)ccn1 (stereo not given),i,i
Cc1noc(C)c1COc1ccc(C(=O)NCC2CCCO2)cc1 (stereo not given),i,i
CC1=C(O)C(=O)OC1c1c(Cl)cccc1Cl (stereo not given),i,i
O=C(NCc1cccnc1)C1CCC(CNS(=O)(=O)c2ccc(Cl)cc2)CC1 (stereo not given),i,i
CCc1nc(SCc2ccc(F)cc2)[nH]c(=O)c1C#N,i,i
O=C1CN(C(=O)N[C@@H](Cc2ccccc2)C(=O)N[C@H](C(=O)O)c2ccccc2)c2ccccc2N1,i,i
O=C(CCCOc1ccc(Cl)cc1)Nc1nncs1,i,i
CC1CCCCN1S(=O)(=O)c1ccc2c(c1)CCN2C(=O)CCC(=O)O (stereo not given),i,i
O=C(Nc1cccnc1)/C(N=Nc1ccc(Cl)c(C(F)(F)F)c1)=C(\O)c1ccccc1,i,i
Cc1c(NP(=O)(Oc2ccccc2F)Oc2ccccc2F)c(=O)n(-c2ccccc2)n1C,i,i
C=CCC(=O)N1CCCC(CO)(Cc2ccc(F)cc2F)C1 (stereo not given),i,i
O=C1CC(N2CCOCC2)=NN1c1ccc([N+](=O)[O-])cc1,i,i
O=C(NCC1CCN(S(=O)(=O)c2ccccc2)CC1)Nc1ccccc1,i,i
CCOC(=O)C1=C(O)/C(=C\c2cc(C)n(-c3ccc(F)cc3)c2C)N=C1C,i,i
CCOC(=O)c1ccc(NS(=O)(=O)c2ccc(-c3coc(C)n3)cc2)cc1,i,i
COc1cccc(Oc2ccc(OC)cc2C(=O)O)c1,i,i
CSC(=O)CC(=O)NC(=O)c1ccccc1,i,i
O=C(O)CC12CC3CC(C1)CC(n1cncn1)(C3)C2,i,i
CCOCCn1c(CN2CCCCC2)nc2c1c(=O)n(C)c(=O)n2C,i,i
O=C(/C=C/c1ccco1)Nc1ccc(N2CCCC2)cc1,i,i
Cc1ccc(C(=O)CC(=O)COc2ccc(Cl)cc2)cc1,i,i
Cc1cc(C)c2cc(CN(Cc3nnnn3Cc3ccc(F)cc3)C3CCCC3)c(=O)[nH]c2c1,i,i
O=C1CSC(=Nc2ccc(Cl)cc2)N1Cc1cccnc1,i,i
COC(=O)c1cc2oc3ccccc3c2n1CC(=O)N1CCCc2ccccc21,i,i
CCOC(=O)C(C)n1nc(-c2ccccc2)c2ccccc2c1=O (stereo not given),i,i

# An unsorted share of the library; about 1.5% have a hit in one of these screens.
